# Source: PubChem BioAssay (several laboratories)
# L929 necroptosis – L929 zVAD cell death inhibition. actives 0.38% (n = 220,000). L929 zVAD necroptosis rescue, ATP luminescence, 24 h; with zVAD 60 µM. viability rescue, % at 10 µM. AID 1377;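 active means activation, scaled between plate controls, above about 75%, limit read from the data; inactive means activation under that limit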;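 further: 0% = zVAD with DMSO and 100% = DMSO alone without zVAD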
# Runt-CBFb FRET – Runt domain-CBFb interaction inhibition; Cerulean-Runt/Venus-CBFb FRET ratio 530/480, 1 h; inhibition, % at 20 µM; actives 0.46% (n = 220,000);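 active means inhibition over about 50% at 20 µM in the single-dose screen, limit read from the data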;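 further: 0% = DMSO wells and 100% = excess unlabeled CBFb competitor control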
#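 Assay system: Cerulean-tagged RUNX1 Runt domain (FRET donor) fusion protein / Amount: 100 nM each of Venus-CBFb and Cerulean-Runt domain / Medium: Tris buffer pH 7.5 with salts and BSA / Also added: Venus-CBFb 100 nM / Schedule: 1 h complex formation plus 1 h compound treatment, room temperature / Signal: FRET fluorescence / Read-out: loss of energy transfer signal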
# RBBP9 inhibitor – human RBBP9 hydrolase inhibition; recombinant RBBP9, FP-Rh probe fluorescence polarization; inhibition, % at 7.94 µM; O75884; actives 0.2% (n = 220,000);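 active means inhibition above the campaign mean of all tested compounds plus 3 SD, cut at about 14% in these data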;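 further: plate controls were DMSO wells with RBBP9 for no effect and wells lacking RBBP9 protein for full effect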
# Target sequence (O75884 whole entry, looked up): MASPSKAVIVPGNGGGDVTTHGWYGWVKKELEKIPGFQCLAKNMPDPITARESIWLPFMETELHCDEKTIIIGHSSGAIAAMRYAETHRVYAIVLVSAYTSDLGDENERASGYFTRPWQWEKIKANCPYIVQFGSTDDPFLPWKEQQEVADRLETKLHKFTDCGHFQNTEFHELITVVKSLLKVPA
#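 System: RBBP9 protein / Quantity: 2.5 µM RBBP9 dispensing solution, before mixing / Also added: Serine-hydrolase probe FP-Rh, 375 nM pre-mixing / Dosing: 7.94 µM single dose, 0.794% DMSO / Timing: enzyme-compound preincubation 30 min, then probe labeling 45 min, 25 °C / Signal: FP readout at 525/598 nm / Controls: DMSO-treated enzyme wells and wells lacking RBBP9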
# EP2 mod – EP2 receptor (human) modulation; EP2-expressing cells, cAMP HTRF FRET, PGE2 co-stimulation; induction, % at 25 µM; actives 0.83% (n = 260,000); AID 940;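 active means compounds whose cAMP rise, as percent of the full-agonist control response, exceeds 60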;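 further: rat C6 glioma line stably carrying human EP2 under a CMV promoter; the protocol text gives 20 µM as final concentration; 100% = response of wells given 1 µM PGE2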
# Target sequence (P43116 whole entry, looked up): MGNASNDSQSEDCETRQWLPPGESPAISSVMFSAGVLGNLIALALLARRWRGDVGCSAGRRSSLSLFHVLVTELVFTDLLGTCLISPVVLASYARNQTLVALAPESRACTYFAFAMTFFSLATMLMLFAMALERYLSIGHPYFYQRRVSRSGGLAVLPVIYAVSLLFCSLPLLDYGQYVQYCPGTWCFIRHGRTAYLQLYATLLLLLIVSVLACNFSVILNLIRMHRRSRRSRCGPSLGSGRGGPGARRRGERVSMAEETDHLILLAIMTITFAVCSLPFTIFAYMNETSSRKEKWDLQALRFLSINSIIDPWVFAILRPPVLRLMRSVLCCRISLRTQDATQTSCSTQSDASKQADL
# TNF necrop inh – blocks TNF-alpha induced death of Jurkat FADD-/- cells; Jurkat FADD-/- TNF necroptosis rescue, ATP luminescence, 24 h; 0 = TNF only, 100 = no-TNF cells; activation (protection from cell death), % at 10 µM; actives 0.068% (n = 220,000);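 active means activation, meaning protection from cell death, of at least 50% relative to plate controls; inactive means activation below 50%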;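 further: necroptosis triggered by 40 ng/mL TNF-alpha added together with compound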
# EP2 antag – blocks the human prostaglandin E2 receptor EP2; AID 1422; C6 glioma cells expressing human EP2, cAMP TR-FRET; cells stimulated with saturating PGE2; inhibition, % at 25 µM; P43116; actives 0.52% (n = 260,000);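 active means percent inhibition above 40 after rounding to a whole number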;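 further: rat C6 glioma host cells with rolipram phosphodiesterase inhibitor present; the protocol text gives 20 µM as final concentration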
# PERK inh – inhibitors of human PERK kinase; CHO PERK-DD fusion, SEAP luminescence translation reporter; inhibition, % at 5.6 µM; actives 0.17% (n = 220,000); AID 1416;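 active means inhibition above the mean inhibition of all tested compounds plus 3 SD, set separately per screening campaign, cut at about 2.9% in these data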;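 further: PERK kinase domain activated by AP20187 dimerizer at 100 nM; 0% = DMSO with dimerizer and 100% = rapamycin at 8.4 µM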
# Hck Nef HTS – inhibitors of human Hck kinase activated by Nef | P08631 | Recombinant Hck-YEEI plus Nef, Z-Lyte FRET kinase assay | inhibition, % at 20 µM | actives 0.68% (n = 220,000);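 active means Hck-Nef kinase inhibition above about 50%, limit read from the data; inactive means inhibition below that limit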;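 further: 0% = DMSO with Hck plus Nef and 100% = Hck alone without Nef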
# Target sequence (P08631 whole entry, looked up): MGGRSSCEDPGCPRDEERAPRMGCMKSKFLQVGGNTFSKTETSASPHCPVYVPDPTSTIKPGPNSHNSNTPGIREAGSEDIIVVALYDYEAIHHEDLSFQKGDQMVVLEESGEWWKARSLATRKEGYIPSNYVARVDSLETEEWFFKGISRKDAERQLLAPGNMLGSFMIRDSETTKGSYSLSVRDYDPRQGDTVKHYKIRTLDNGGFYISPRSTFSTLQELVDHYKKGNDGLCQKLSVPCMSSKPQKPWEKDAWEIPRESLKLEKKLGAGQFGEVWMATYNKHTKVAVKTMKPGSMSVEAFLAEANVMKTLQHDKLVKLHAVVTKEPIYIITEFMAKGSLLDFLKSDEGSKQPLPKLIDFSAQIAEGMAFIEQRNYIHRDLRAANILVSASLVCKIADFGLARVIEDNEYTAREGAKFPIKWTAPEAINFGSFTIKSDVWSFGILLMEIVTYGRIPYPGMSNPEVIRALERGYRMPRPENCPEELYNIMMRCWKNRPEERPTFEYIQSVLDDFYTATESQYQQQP
# Runt-SMMHC FRET – inhibitors of human RUNX1 Runt domain binding to CBFb-SMMHC | AID 1434 | Cerulean-Runt/Venus-CBFb-SMMHC FRET ratio 530/480, 1 h | actives 0.74% (n = 220,000) | inhibition, % at 20 µM;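 active means mean inhibition across duplicate retests at 20 µM reaching about 50%, limit read from the data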;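 further: 0% = DMSO wells and 100% = wells with excess untagged CBFb-SMMHC; inhibitors lower the FRET ratio by blocking Runt binding to CBFb-SMMHC; some results filed as inactive read as strong as hits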
# * hit, by the source's call; . = not tested or not shown; & = joins results of further samples.
(1) O=C(O)C1Cc2ccccc2CN1S(=O)(=O)c1ccccc1 (stereo not given)
(2) Cc1nc2ccccc2n1CC(=O)OCC(=O)NC1CC1
(3) CCC(C)NC(=O)CNC(=S)N(CCCN1CCOCC1)Cc1cccs1 (stereo not given)
(4) Cc1cc(C(=O)CSc2nc3ccccc3[nH]2)c(C)n1C
(5) Cc1ccc(NC(=O)CSc2nc3ccccc3c(=O)n2CCCN2CCCCC2)cc1Cl
(6) Clc1ccccc1OCc1nn[nH]n1
(7) COc1ccc(CN2CCN(CCc3ccccc3)C(CCO)C2)c(O)c1 (stereo not given)
(8) CCOC(=O)c1sc2nc(C(C)C)c3c(c2c1N)CCC3
(9) CC(=O)Nc1cccc(-c2csc(Nc3ccc(Cl)cn3)n2)c1
(10) CCN(CC(=O)NCc1ccc(F)cc1)C(=O)COc1ccc(C)c(C)c1
assay / compound,1,2,3,4,5,6,7,8,9,10
L929 necroptosis,0.6,-0.3,1.0,1.5,-2.7,-0.1,1.3,-0.4,6.0,-0.6
Runt-CBFb FRET,2,-1,0,7,-2,2,2,3,-1,-2
RBBP9 inhibitor,-3,1,-1,-4,-4,-5,-5,-6,-2,-3
EP2 mod,27,17,13,9,-94,56,-30,15,-56,30
TNF necrop inh,4.6,0.7,2.3,0.4,-5.7,1.4,2.3,2.9,-0.4,1.1
EP2 antag,0,18,5,12,7,12,3,7,27,4
PERK inh,0.7,-0.6,-0.6,0.4,0.3,-0.3,-0.8,0.1,1.8,-1.2
Hck Nef HTS,15,-38,1,1,18,20,21,9,-13,-3
Runt-SMMHC FRET,-3,5,-1,4,0,0,2,10,-4,3

(11) O=C(/C=C/c1ccc2c(c1)OCCCO2)c1ccccc1O
(12) CC1CCCC(NC(=O)CN(C)S(=O)(=O)c2cccc3cccnc23)C1C (stereo not given)
(13) CCSc1nc2c(c(-c3ccc(C)o3)c1C#N)CCCC2
(14) O=C(NCc1ccccn1)Nc1ccccc1
(15) COC(=O)c1ccc(COC(=O)CNC(=O)CNC(=O)c2ccc(C)cc2)cc1
(16) COc1ccccc1N1CCN(C(=O)c2oc3cc(C)c(C)cc3c2C)CC1
(17) Cc1sc2ncn(CC(=O)NCc3ccccn3)c(=O)c2c1S(=O)(=O)N1CCOCC1
(18) CC(=O)Oc1c(Cl)c(N2CCOCC2)c(OC(C)=O)c2ccccc12
(19) COCCn1c(-c2ccc(C)cc2)nc2oc3cc(OC)ccc3c(=O)c2c1=O
(20) N/C(=N\OC(=O)c1ccco1)c1cccnc1
assay / compound,11,12,13,14,15,16,17,18,19,20
L929 necroptosis,0.6,-0.2,-0.1,3.7,0.1,0.6,0.6,0.2,0.1,2.1
Runt-CBFb FRET,10,0,-3,.,-2,-5,-3,0,2,2
RBBP9 inhibitor,-7,-11,-6,-1,-6,-13,-5,8,-5,-6
EP2 mod,-8,-17,48,-46&13,19,3,3,27,12,-8
TNF necrop inh,-0.2,1.1,-1.4,0.7,-0.1,-0.7,0.6,0.5,-0.3,1.8
EP2 antag,4,27,5,5&8,2,9,8,7,5,7
PERK inh,-0.1,-0.6,-0.1,1.1,0.7,0.6,0.0,0.7,0.2,0.7
Hck Nef HTS,2,0,1,22,2,6,-1,-4,5,14
Runt-SMMHC FRET,-6,0,-1,.,-1,1,2,1,-7,-1

(21) COc1cc(/C=N/n2cnn(Cc3ccccc3Cl)c2=S)cc(OC)c1OC
(22) CCOC(=O)c1ccccc1NC(=O)COC
(23) CCN1CCc2c(sc(NC(=S)NC(=O)c3ccc(Cl)cc3)c2C(N)=O)C1
(24) Cc1cc([N+](=O)[O-])nn1CC(=O)N/N=C/c1ccccc1F
(25) COc1ccc2nc(NC(=O)c3ccoc3C)sc2c1
(26) COc1ccc(N2C(=O)C3CCCN3C2=O)cc1 (stereo not given)
(27) C=CCn1c(SCC(=O)Nc2cccc3ccccc23)nc(O)c(CC)c1=O
(28) COc1ccc(N2CCN(C(=O)NCc3ccc(OC)c(Cl)c3)CC2)cc1
(29) CCN1CC2=C(OC(N)=C(C#N)C2c2ccccc2)/C(=C\c2ccccc2)C1 (stereo not given)
(30) CCc1ccc(NC(=O)/C(C#N)=C/c2cn(CC(=O)O)c3ccccc23)cc1
assay / compound,21,22,23,24,25,26,27,28,29,30
L929 necroptosis,-0.1,-0.2,1.6,0.2,-2.0,-1.2,0.6,0.8,0.9,9.1
Runt-CBFb FRET,6,-1,119*,3,1,0,5,1,4,16
RBBP9 inhibitor,-9,-3,-4,4,-6,-5,11,-6,-9,-1
EP2 mod,-22,10,-59,-15,0,11,-11,-24,6,-16
TNF necrop inh,-1.1,-0.8,2.7,2.0,-11,-0.7,0.8,0.5,-3.9,1.3
EP2 antag,6,11,41*,7,9,13,10,3,17,9
PERK inh,0.1,1.6,-2.2,0.2,0.1,1.5,1.2,0.7,-1.5,1.4
Hck Nef HTS,-13,1,-22,2,10,-13,-5,-6,-9,23
Runt-SMMHC FRET,3,0,60*,1,-3,5,3,-2,1,40

(31) O=C1Nc2ccccc2OC1CC(=O)N1CCOCC1 (stereo not given)
(32) CCOC(=O)c1c(C)n(C)c2ccc(OC)c(NC(=O)CCN3CCC(Cc4ccccc4)CC3)c12
(33) Oc1ccc(-c2cn3c(n2)SCC3)cc1O
(34) CC/C=C/C(=O)N1CC2(CC(c3cccc(NC(=O)CC)c3)=NO2)C[C@H]1C(N)=O (stereo not given in full)
(35) Cn1c(SCC(=O)OC2CCCCC2)nnc1-c1ccc2c(c1)OCO2
(36) O=C(O)CSCC(=O)Nc1ccc(-c2nc3ccccc3s2)cc1
(37) C=CCSc1nnc(Cc2cc(=O)[nH]c(=O)[nH]2)n1-c1cc(C)ccc1C
(38) O=[N+]([O-])c1ccc(N2CCCCC2)cc1
(39) COc1ccc(N2CCN(C(=O)CNS(=O)(=O)c3ccc(C)cc3)CC2)cc1
(40) CC(C)(C)n1nc2c(c1NC(=O)Cc1cccs1)CSC2
assay / compound,31,32,33,34,35,36,37,38,39,40
L929 necroptosis,0.7,1.2,0.1,0.3,0.2,0.2,-0.2,0.6,3.2,1.5
Runt-CBFb FRET,-3,0,33,3,0,12,-2,0,.,2
RBBP9 inhibitor,-13,-9,21*,.,-6,-7,0,-21,-4,-11
EP2 mod,9,-17,-10,-14,2,-21,12,-20,14,9
TNF necrop inh,-0.3,-7.2,-20,0.2,-0.8,-0.7,-3.1,0.5,0.0,1.9
EP2 antag,10,14,11,8,4,16,16,8,1,5
PERK inh,1.5,-2.4,0.3,.,-0.8,0.2,0.5,-0.8,1.6,-1.2
Hck Nef HTS,2,1,-1,21,1,23,3,-5,21,-1
Runt-SMMHC FRET,0,0,24,1,4,-2,-4,-1,3,-3

# Overlap with the part before: 2 compounds; new compounds follow.
(39) COc1ccc(N2CCN(C(=O)CNS(=O)(=O)c3ccc(C)cc3)CC2)cc1
(40) CC(C)(C)n1nc2c(c1NC(=O)Cc1cccs1)CSC2
(41) CCOC(=O)N/N=C/c1cc(OC)c(O)c(OC)c1
(42) O=C(C1CCCN(Cc2nc(-c3ccc(Cl)cc3)no2)C1)N1CCOCC1 (stereo not given)
(43) NS(=O)(=O)c1ccc(NC(=O)COC(=O)COc2ccc(Br)cc2)cc1
(44) Cc1ccc(S(=O)(=O)Nc2ccccc2-c2ccccc2)cc1
(45) CC(C)CN(C(=O)CN1CCCCCC1)c1c(N)n(CC(C)C)c(=O)[nH]c1=O
(46) C=CCc1cccc2cc(C(=O)N3CCN(c4ccccn4)CC3)c(=O)oc12
(47) COc1ccccc1NC(=O)C(=O)Nc1ccccn1
(48) CCC(=O)Nc1c(C)cc(C)cc1Cl
(49) c1ccc(Cn2nnnc2C(c2cccs2)N2CCCCCC2)cc1 (stereo not given)
(50) COC(=O)c1c(NC(=O)CSc2nnc(C)c(=O)[nH]2)sc(C)c1C
assay / compound,39,40,41,42,43,44,45,46,47,48,49,50
L929 necroptosis,3.2,1.5,-0.1,0.2,0.4,0.6,3.0,1.3,-0.1,0.0,0.1,0.8
Runt-CBFb FRET,.,2,13,-2,0,-3,-1,-3,3,0,-1,-2
RBBP9 inhibitor,-4,-11,-4,-1,-1,-19,-3,-8,-1,-7,0,-1
EP2 mod,14,9,24,-13,10,7,-1,14,-20,19,9,24
TNF necrop inh,0.0,1.9,-0.1,-1.0,3.3,-6.3,1.1,1.0,-2.6,0.3,-0.7,0.8
EP2 antag,1,5,15,3,12,4,5,8,5,14,.,5
PERK inh,1.6,-1.2,0.1,0.2,0.4,-0.8,0.4,0.3,0.6,2.2,0.4,1.1
Hck Nef HTS,21,-1,10,20,12,-1,22,28,0,4,2,9
Runt-SMMHC FRET,3,-3,12,2,-3,0,15,1,-4,-3,0,1

# Ordered by the number under Runt-CBFb FRET (largest number first): three of the compounds above
item	compound	Runt-CBFb FRET	RBBP9 inhibitor	EP2 mod	PERK inh	Hck Nef HTS	Runt-SMMHC FRET
41	CCOC(=O)N/N=C/c1cc(OC)c(O)c(OC)c1	13	-4	24	0.1	10	12
47	COc1ccccc1NC(=O)C(=O)Nc1ccccn1	3	-1	-20	0.6	0	-4
43	NS(=O)(=O)c1ccc(NC(=O)COC(=O)COc2ccc(Br)cc2)cc1	0	-1	10	0.4	12	-3

# Next section
(51) Cc1ccc(OCc2n[nH]c(=S)n2Cc2ccccc2)cc1
(52) Cc1ccc(S(=O)(=O)c2nc(N3CCOCC3)sc2Cl)cc1
(53) O=C(CSc1nnc(-c2cccs2)o1)N1CCCCC1
(54) O=c1c2sccc2nc(SCc2ccc([N+](=O)[O-])cc2)n1Cc1ccccn1
(55) CCOC(=O)C1CCCN(C(=O)Nc2cccc(Cl)c2)C1 (stereo not given)
(56) CCCCN(C(=O)/C=C/c1ccco1)c1c(N)n(Cc2ccccc2)c(=O)[nH]c1=O
(57) Cc1ccc(C(=O)COC(=O)C2C3C=CC(C3)C2C(=O)OCC(=O)c2ccc(C)c(C)c2)cc1C (stereo not given)
(58) CCc1ccc(OCCNC(=O)c2ccccc2SCc2ccccc2)cc1
(59) COc1ccc(C(=O)Nc2ccccc2C(=O)N/N=C/c2ccccn2)cc1OC
(60) CC(=O)N1CCN(C(=S)c2ccc(Cl)cc2)CC1
assay / compound,51,52,53,54,55,56,57,58,59,60
L929 necroptosis,-0.8,-0.4,0.9,-0.4,-0.2,2.1,0.1,-0.1,6.4,1.6
Runt-CBFb FRET,1,1,1,0,-1,5,-2,-6,-1,29
RBBP9 inhibitor,-2,-13,1,-3,0,-2,6,-7,-11,-6
EP2 mod,62*,18,19,16,-3,31,-18,14,-21,8
TNF necrop inh,1.5,-3.4,1.9,3.1,0.1,-0.1,-1.6,-11,-19,1.6
EP2 antag,14,8,1,6,10,6,8,.,6,8
PERK inh,0.8,-0.8,0.7,-1.1,-0.5,0.6,1.9,0.3,0.8,1.0
Hck Nef HTS,21,6,1,0,0,22,1,1,7,-1
Runt-SMMHC FRET,4,1,-5,-1,0,9,1,1,2,15

# Some of the compounds tested, so the mix of outcomes need not match the whole.
